Assay outcomes: PubChem, National Center for Advancing Translational Sciences (NCATS)
KB-V1 cytotox: qHTS assay for MDR1-selective chemotherapeutics: Primary screen using the drug-selected MDR subline cells KB-V1; KB-V1 MDR cells viability, CellTiter-Glo, 72 h; Potency, µM (series often up to 46.1 µM), for inactives: top-dose activity change, negative = cytotoxicity, actives largely listed as cytotoxic; 400,000 tested, 3.4% active; AID 1347076, 2019; also: potency is read from the fitted curve at half-maximal effect; % is scaled to controls: 0 for no effect and ±100 for the full control effect; nearly all actives have a fitted effect of over 60% in size
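qHTS viability screen in drug-selected KB-V1 MDR cells: 72 h compound treatment at 37 degrees C, ATP luminescence end point.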
GLP1R cytotox: qHTS of GLP-1 Receptor Inverse Agonists: Cytotox Screen | HEK293 cAMP-luciferase reporter cells, luminescence, 24 h | Potency, µM (top dose mostly 38.3 µM), inactives show at the top dose activity change, negative = inhibition, hits mostly inhibitors | 410,000 tested, 0.13% active | AID 624418, 2012;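 also: loss of luciferase light is scored as toxicity; potency is read from the fitted curve at half-maximal effect; % is scaled to controls: 0 for no effect and ±100 for the full control effect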
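To flag toxic compounds, the library was rerun on cells for 24 hr at 37 deg C and 5% CO2. Viability-linked luminescence was captured 12 min after adding luciferase detection reagent.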
TDP43 rescue: qHTS of TDP-43 Inhibitors; TDP-43 expressing yeast growth rescue, BacTiter-Glo, 24 h; Potency, µM (doses to about 46.1 µM), inactives show at the highest dose growth rescue (activation), usual class: activators; 410,000 tested, 1.8% active; AID 652104, 2013; also: potency is read from the fitted curve at half-maximal effect; % of control where 0% means no effect; nearly all actives have a fitted effect of over 50% in size
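Yeast cells expressing TDP-43 under galactose induction are exposed to compounds for 24 hr at 30 deg C. BacTiter-Glo luminescence measures growth, so protective compounds score as activators.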
GLP1R inv ag: qHTS of GLP-1 Receptor Inverse Agonists (Inhibition Mode) | Glucagon-like peptide 1 receptor (Homo sapiens), P43220 | HEK293 GLP-1R CRE-luciferase, luminescence, 24 h; GLP-1R form is constitutively active | Potency, µM (highest dose often 38.3 µM), for inactives: at the highest dose activity change, negative = inhibition, most hits filed as inhibitors | 410,000 tested, 1.6% active; also: potency is read from the fitted curve at half-maximal effect; % is scaled to controls: 0 for no effect and ±100 for the full control effect; nearly all actives have a fitted effect of over 55% in size
Target sequence (P43220 whole entry, looked up): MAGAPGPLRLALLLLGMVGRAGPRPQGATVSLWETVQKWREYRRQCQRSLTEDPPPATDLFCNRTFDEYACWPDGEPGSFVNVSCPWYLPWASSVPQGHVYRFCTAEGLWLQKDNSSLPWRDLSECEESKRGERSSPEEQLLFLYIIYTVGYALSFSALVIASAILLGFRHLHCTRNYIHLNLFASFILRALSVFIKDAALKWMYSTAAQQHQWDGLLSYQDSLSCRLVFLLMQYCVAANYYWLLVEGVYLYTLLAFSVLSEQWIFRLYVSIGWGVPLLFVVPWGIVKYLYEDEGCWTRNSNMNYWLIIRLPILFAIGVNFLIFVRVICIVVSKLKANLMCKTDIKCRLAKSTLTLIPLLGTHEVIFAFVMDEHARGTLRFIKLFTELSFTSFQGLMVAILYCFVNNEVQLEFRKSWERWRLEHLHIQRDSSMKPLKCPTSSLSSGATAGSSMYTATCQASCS
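Constitutively active GLP-1R drives a cAMP-responsive luciferase in stably transfected HEK293 cells; test compounds are added after overnight (12 h) attachment and left 24 hr, and signal loss in luminescence marks inhibition.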
PTHR1 ag: qHTS for PTHR1 Agonists: Primary Screen; HEK293 GP2 PTHR1 cells, GloSensor cAMP luminescence, 1 h; Potency, µM (top dose mostly 115 µM), for the others: at the highest dose activation, most hits filed as activators; 410,000 tested, 0.075% active; also: potency is read from the fitted curve at half-maximal effect; nearly all actives have a fitted effect of over 55% in size; some results filed as inactive show a strong effect at the top dose; inactives centre near -15; many of its hits are not listed in these tables
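HEK-293-derived GP2 cells expressing PTHR1 and a GloSensor cAMP reporter, 3,000/well, plated overnight, given luciferin plus IBMX (each 0.5 mM as added) for 1 h at 37 °C, then compound for 1 h at 37 °C. Luminescence was read after 15 min at room temperature.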
aSyn rescue: qHTS of alpha-syn Inhibitors; Potency, µM (highest dose often 46.1 µM), without a hit: at the highest dose growth rescue (activation), most hits filed as activators; Yeast expressing alpha-synuclein, growth rescue, BacTiter-Glo, 24 h; 370,000 tested, 0.14% active; also: potency is read from the fitted curve at half-maximal effect; % of control where 0% means no effect; nearly all actives have a fitted effect of over 65% in size
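Screening used galactose-induced yeast with toxic alpha-synuclein levels, exposed to compound for 24 hr at 30 deg C. Cell growth, read with BacTiter-Glo luminescence, gave the measured signal.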
DRD3 antagonist: qHTS of D3 Dopamine Receptor Antagonist: qHTS; D(3) dopamine receptor (Homo sapiens), P35462; D3R cells, DiscoveRx beta-arrestin luminescence, antagonist mode; stronger effect = lower value; max response, negative = inhibition, %; 360,000 tested, 2.5% active; AID 652054, 2013; in the data active = max response below about -50%; inconclusive = no clear call, values can overlap the other calls; also: % is scaled to controls: 0 for no effect and ±100 for the full control effect; mostly tested at two doses, the higher about 12 µM
Target sequence (P35462 whole entry, looked up): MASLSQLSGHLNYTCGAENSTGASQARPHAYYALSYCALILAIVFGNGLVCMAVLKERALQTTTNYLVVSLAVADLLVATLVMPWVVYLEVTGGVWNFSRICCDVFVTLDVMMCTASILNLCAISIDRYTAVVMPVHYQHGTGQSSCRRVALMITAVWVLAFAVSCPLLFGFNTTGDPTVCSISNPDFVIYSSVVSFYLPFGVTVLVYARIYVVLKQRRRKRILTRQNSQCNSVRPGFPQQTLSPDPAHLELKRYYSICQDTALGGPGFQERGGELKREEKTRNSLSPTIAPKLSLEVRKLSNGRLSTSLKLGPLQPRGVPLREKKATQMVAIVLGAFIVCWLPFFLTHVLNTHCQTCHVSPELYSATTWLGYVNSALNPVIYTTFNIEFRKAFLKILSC
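Cells plated overnight at 1500 cells/well, then exposed to library compounds with dopamine controls for 90 minutes at 37 degrees C. DiscoveRx reagent added for 30–60 minutes at room temperature; luminescence read, quantitative HTS format.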
D3 ag: qHTS of D3 Dopamine Receptor Agonist: qHTS; D(3) dopamine receptor (Homo sapiens), P35462; D3R DiscoveRx beta-arrestin cells, luminescence, 90 min; max activation, %; 410,000 tested, 0.58% active; AID 652048, 2013; in the data active = max activation above about 30%; also: 0% is about no effect; mostly tested at two doses, the higher about 12 µM
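Cells at 1500/well, incubated overnight, then treated with pinned compounds (dopamine as control) for 90 min at 37 degrees C. DiscoveRx reagent added for 30 - 60 minutes at room temperature; luminescence read.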
GLP1R ag: qHTS of GLP-1 Receptor Agonists; Glucagon-like peptide 1 receptor (Homo sapiens), P43220; HEK293 GLP-1R CRE-luciferase, luminescence, 4-6 h; cells express a hypersensitive GLP-1R form; Potency, µM (highest dose often 45.6 µM), for the others: at the top dose activation, most hits filed as activators; 380,000 tested, 0.007% active; also: potency is read from the fitted curve at half-maximal effect; % of control where 0% means no effect
An asterisk follows results filed as active; i = inactive; ? = inconclusive; nt = not tested or not shown; [ ] = another dose, or the depositor's remark. Unless noted, calls follow the shape of the dose curve; as a rule, active = well fitted curve in the direction sought with a large enough effect; inconclusive = small, poorly fitted or top-dose-only effect, or another doubt; inactive = no such curve, though single readings can be large; an effect the other way counts as inactive or inconclusive. These rows are one share of the data (hit frequency here may not be typical).

Structure	GLP1R cytotox	D3 ag	DRD3 antagonist	GLP1R inv ag	aSyn rescue	GLP1R ag	TDP43 rescue	PTHR1 ag	KB-V1 cytotox
COc1ccc(/C(C)=N/N2C(C)CCCC2C)c(OC)c1 (stereo not given)	?	8.0	5.6	?	-2.1%	5.7%	5.5%	i	5.5%
COc1ccc(-c2cc(C(=O)NCCCN3CCOCC3)c3cc(C(C)C)ccc3n2)cc1	-25.4%	-4.7	5.3	?	0.7%	2.5%	-11.0%	i	5.0%
C/C(N)=C(/C#N)C(=O)CSc1nncn1-c1ccccc1	5.7%	5.8	7.5	4.9%	-2.9%	-0.6%	-22.0%	i	19.1%
Cc1cc(Br)ccc1NC(=O)CCCOc1cc(=O)n(C)c2ccccc12	-0.3%	-17.1	-20.6	7.2%	12.3%	13.3%	-18.9%	1.7%	-28.2%
CCOC(=O)c1c(C)nc(C)c(C(=O)OCC)c1-c1ccc(O)c(OC)c1	10.8%	1.9	10.3	2.9%	5.1%	16.9%	-4.6%	-6.1%	1.0%
CN(C1=C(NC(=O)c2ccccc2)C(=O)c2ccccc2C1=O)C1CCS(=O)(=O)C1 (stereo not given)	?	-12.6	-53.8*	?	10.2%	-7.5%	-0.4%	-12.3%	?
O=C(CSc1ncccn1)Nc1cccc(S(=O)(=O)N2CCOCC2)c1	0.3%	-1.5	22.3	8.6%	-0.4%	3.1%	-6.3%	-6.1%	-9.5%
CC(Nc1ncnc2nc[nH]c12)c1ccccc1 (stereo not given)	-0.3%	-5.4	0.0	0.3%	-4.0%	5.5%	-4.0%	-51.7%[inhibitor]	?
O=S(=O)(Nc1ccc(S(=O)(=O)N2CCCCC2)cc1)c1cccs1	-20.0%	-0.3	2.9	?	-9.1%	-3.1%	-2.0%	i	0.2%
CCCCCCOC1(c2ccccc2)OC(=O)c2ccccc21 (stereo not given)	-5.6%	-0.5	-15.4	?	7.7%	-2.8%	13.6%	-19.8%	?
O=C(CNCc1ccccc1)Nc1ccc(F)cc1	5.7%[7.66 µM]	-6.8	1.1	27.5%[7.66 µM]	4.1%	1.6%	-12.2%	i	?
COc1cc(/C=N/Nc2ccc(F)cc2F)cc(OC)c1O	-11.3%	-1.7	-4.8	?	5.8%	7.6%	-1.7%	i	13.4%
O=C(Cn1cnc2c(nnn2-c2ccc(F)cc2)c1=O)N1CCCC1	2.2%	-8.5	4.6	51.4%[activator]	-3.2%	-0.1%	-11.9%	-2.7%[57.5 µM]	0.0%
COc1ccccc1N1CCN(C(=O)c2ccc(Cn3c(=S)[nH]c4cc5c(cc4c3=O)OCO5)cc2)CC1	-0.6%[7.66 µM]	-1.5	1.4	16.1%[7.66 µM]	4.6%	-0.4%	12.0%	i	-17.4%
O=C(C1CC1)N1CCC(C(O)(c2ccccc2)c2ccccc2)CC1	5.3%	2.6	-11.7	0.0%	-0.9%	-6.5%	-2.1%	i	0.4%
O=c1c2ccc(Cl)cc2[nH]c(=S)n1CCCN1CCOCC1	?	-26.1	-17.8	-4.0%	-3.8%	6.6%	-1.9%[9.22 µM]	i	?
COc1ccccc1-c1noc(CCCC(=O)NCc2ccco2)n1	2.7%	-7.3	nt	13.4%	nt	nt	0.0%	i	nt
O=C(COC(=O)/C=C/c1ccc([N+](=O)[O-])cc1)NCc1cccs1	2.9%	-2.2	14.3	8.6%	-1.2%	-1.0%	?	-4.3%	-17.4%
N#Cc1ncn(C2OC(CO)C(O)C2O)c1N (stereo not given)	13.7%	5.3	23.6	9.7%	7.7%	-2.0%	3.9%	i	17.8%
CC(C)C[C@H](NC(=O)CCCn1nnc2ccccc2c1=O)C(=O)O	-9.8%	1.5	-5.0	11.5%	-2.0%	-3.5%	-0.6%	i	1.1%
CCOc1ccc(/C=N/Nc2nc(C)cs2)c(O)c1	3.16µM*	13.0	-6.2	3.98µM*	-13.9%	-6.7%	-6.5%	-73.9%[inhibitor]	-14.3%
Nc1c(C(=O)N2CCOCC2)sc2nc3c(cc12)CCCC3	-0.1%	-1.2	4.5	?	-1.9%	-7.9%	-21.2%	-36.9%[inhibitor]	-12.2%
O=C(NCc1ccccc1)C1CCN(c2nc(-c3ccccc3)nc3c2CCC3)CC1	-10.1%	-7.6	-19.8	?	-0.9%	15.3%	5.5%	i	?
O=C(/C=N/O)Nc1ccc(F)cc1	8.6%	2.3	-8.8	3.3%	1.7%	-10.3%	6.4%	10.2%[57.5 µM]	17.8%
O=C(NCC1CCCO1)C1CCN(S(=O)(=O)c2ccc(Br)cc2)CC1 (stereo not given)	3.4%	4.8	6.8	2.0%	2.8%	-0.1%	12.0%	i	-0.1%
COc1ccc(OC)c(NC(=O)CSC2=NCCS2)c1	-5.1%	1.9	20.3	-11.6%	1.1%	-11.1%	20.7%	-12.7%	?
COc1ccc(-c2csc(N3CCOCC3)n2)cc1OC	5.8%	4.7	20.5	152.8%[activator]	0.5%	12.4%	28.5%	i	5.4%
CCOC(=O)c1ccccc1NC(=O)CSc1cccc[n+]1[O-]	-2.5%	-5.6	9.2	13.0%	-0.9%	7.9%	-22.2%	-8.2%[57.5 µM]	-2.9%
CCCCC1CCCOC(C(=O)NCCNCCO)(C(F)(F)F)C1 (stereo not given)	8.3%	-1.0	9.5	?	9.7%	-1.3%	5.0%	i	0.0%
CC(=O)N1CCN(C(=O)CN2C(=O)NC(C)(c3ccc4ccccc4c3)C2=O)CC1 (stereo not given)	12.0%	-9.5	-12.1	17.5%	-0.9%	20.9%	17.3%	i	-8.2%
COc1ccc(C2=NN(C(=O)COC(=O)c3ccc(NC(=O)CC#N)cc3)C(c3ccco3)C2)cc1 (stereo not given)	0.0%	1.8	-2.1	12.7%	12.1%	7.2%	15.3%	i	?
Cc1nc(S(=O)(=O)c2ccc(Cl)cc2Cl)nc2c1CCC2	-5.6%	-4.1	-17.9	-23.2%	1.8%	4.4%	-1.4%	-16.9%[57.5 µM]	0.0%
OCC1OC(n2cnc3c(NCCc4ccccc4)ncnc32)C(O)C1O (stereo not given)	-8.3%	-2.4	0.9	0.3%	0.2%	13.5%	0.0%	-13.0%	?
Cc1ccc(C)c(N2CCN(CCCNC(=O)Nc3cc(Cl)ccc3C)CC2)c1	-15.5%	-8.4	nt	9.3%	nt	nt	8.4%[9.22 µM]	-14.4%	-1.5%
CCCCn1c(N)c(N(CC(C)C)C(=O)C2=NN(c3cc(C)ccc3C)C(=O)CC2)c(=O)[nH]c1=O	1.2%	-2.1	?	35.1%	-1.3%	4.0%	-12.2%	-15.5%	-3.9%
COc1ccc(C(=O)NCCNc2nc3cc(C)cc(C)c3cc2C#N)cc1	0.5%	3.9	23.2	6.9%	0.1%	nt	13.6%	-16.5%	?
CCc1ccccc1N1C(=O)CC(N2CCc3ccccc32)C1=O (stereo not given)	-5.5%	-17.8	7.2	-28.0%	0.3%	7.7%	-11.9%	i	?
CCOC(=O)c1ccc(NC(=O)N2CCN(c3ccccn3)CC2)cc1	-24.2%	1.7	14.5	?	-1.6%	5.8%	32.5%	3.3%[57.5 µM]	16.4µM*
COC1(NS(=O)(=O)c2ccc(Br)cc2)C(C)=CC(=O)C=C1C	0.8%	2.5	6.4	7.5%	3.8%	-8.8%	5.0%	-10.7%	14.3%
CC(C)NC(=O)NC(=O)CSc1nnc(-c2c[nH]c3ccccc23)o1	-18.4%	2.5	0.4	-9.5%	3.0%	10.1%	-7.6%	4.0%	?
CCNC(=O)NC(=O)C(C)Sc1nc2ccccc2n1CC(C)C (stereo not given)	4.5%	-3.6	-17.8	?	-0.4%	15.6%	12.6%	i	?
O=C(Nc1ccccn1)c1ccc(Cl)s1	-15.4%	8.5	4.5	6.2%	-3.6%	7.7%	?	-15.1%	11.6%
COc1ccc(C2CC(c3ccc4ccccc4c3)=NN2C(=O)CN2C(=O)CCC2=O)cc1 (stereo not given)	-3.7%	-7.5	-23.3	?	13.4%	-2.3%	nt	-4.2%	-0.3%

Full records, looked up by structure:
COc1ccc(C2CC(c3ccc4ccccc4c3)=NN2C(=O)CN2C(=O)CCC2=O)cc1 (stereo not given) in the list: GLP1R cytotox = -3.7%; D3 ag = -7.5; DRD3 antagonist = -23.3; GLP1R inv ag = ?; aSyn rescue = 13.4%; GLP1R ag = -2.3%; TDP43 rescue = nt; PTHR1 ag = -4.2%; KB-V1 cytotox = -0.3%
CCCCC1CCCOC(C(=O)NCCNCCO)(C(F)(F)F)C1 (stereo not given) in the list: GLP1R cytotox = 8.3%; D3 ag = -1.0; DRD3 antagonist = 9.5; GLP1R inv ag = ?; aSyn rescue = 9.7%; GLP1R ag = -1.3%; TDP43 rescue = 5.0%; PTHR1 ag = i; KB-V1 cytotox = 0.0%
